Source: PubChem BioAssay (several laboratories)
DAX1 inh-1: DAX1 (NR0B1) inhibitors, primary screen, cell-based, HEK293, Gal4-DAX1, luciferase luminescence | Nuclear receptor subfamily 0 group B member 1 (Homo sapiens), P51843 | HEK293 Gal4-DAX1 luciferase reporter | inhibition, % at 6.75 µM | 0.99% of 340,000 active | AID 504766, 2011;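 active = inhibition above the mean over all tested compounds plus 3 SD, cut at about 4.2% in these data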;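 also: 0% = DAX1-transfected cells with DMSO and 100% = empty-vector control cells with DMSO; inhibition shows as a rise in luminescence from relieved DAX1 repression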
MBD2 inh: inhibitors of MBD2 binding to methylated DNA, primary screen, biochemical, TR-FRET, DNA-binding domain, human. 0.31% of 370,000 active. AID 686964, 2013. inhibition, % at 4.4 µM. MBD2 binding to methylated oligonucleotide; in the data active = inhibition above about 13%
PLC-beta3 inh: human PLC-beta3 inhibitors, primary screen, biochemical, fluorescence | 1-phosphatidylinositol 4,5-bisphosphate phosphodiesterase beta-3 (Homo sapiens), Q01970 | Purified PLC-beta3, fluorogenic substrate | inhibition, % at 12.2 µM | 0.18% of 370,000 active | AID 720704, 2013; in the data active = inhibition above about 11%;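 also: 0% = median of compound wells on plate and 100% = full blocker control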
PLC-gamma1 inh: PLC-gamma1 enzyme inhibitors, primary screen, biochemical, fluorescence, purified enzyme; AID 720700, 2013; inhibition, % at 12.2 µM; 1-phosphatidylinositol 4,5-bisphosphate phosphodiesterase gamma-1 (Homo sapiens), P19174; 0.84% of 370,000 active; fluorogenic substrate; in the data active = inhibition above about 9.5%
SMARCA2 act: SMARCA2 (BRM) function activators, primary screen, cell-based, luminescence, high throughput. MG213 cells, MMTV-luciferase reporter, dexamethasone, overnight. activation, % at 9.1 µM. 1% of 370,000 active; in the data active = activation above about 7.8%;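 also: 0% = vehicle wells and 100% = reference activator wells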
DAX1 inh-2: DAX1 (NR0B1) inhibitors on StAR promoter, primary screen, cell-based, luminescence, SF-1 (NR5A1), full-length DAX-1. HEK293T StAR-luciferase reporter, SF-1/DAX-1 repression relief. inhibition, % at 6.8 µM. 1.1% of 370,000 active. AID 652010, 2013;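 active = inhibition above the mean over all tested compounds plus 3 SD, cut at about 3.6% in these data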;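 also: 0% = DAX-1 cells with DMSO and 100% = cells lacking DAX-1 with DMSO; higher inhibition means more luminescence from relief of DAX-1 repression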
ssDAF12 agonist: S. stercoralis DAF-12 nuclear receptor activators, primary screen, cell-based, luminescence, HEK293, GRIP1 co-expression, lit1-tk-luc. Nuclear hormone receptor DAF-12 (Strongyloides stercoralis). HEK293 ssDAF-12/GRIP1 lit1-tk-luc reporter; % of 3 µM dafachronic acid response. activation, % at 6.8 µM. 1% of 370,000 active. AID 652126, 2013;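 active = activation above the mean over all tested compounds plus 3 SD, cut at about 0.9% in these data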;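 also: 0% = DMSO-only wells and 100% = 3 µM delta7-dafachronic acid wells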
ADAM17 inh: ADAM17 inhibitors, primary screen, biochemical, QFRET | Disintegrin and metalloproteinase domain-containing protein 17 (Homo sapiens), P78536 | recombinant ADAM17, EDANS/DABCYL FRET peptide cleavage | inhibition, % at 6.95 µM | 0.83% of 370,000 active | AID 720648, 2013;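 active = inhibition above the mean of compounds lying between control limits plus 3 SD, set per campaign, cut at about 8.5% in these data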;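 also: 0% = DMSO-only wells as the low control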
hcDAF-12 act: H. contortus DAF-12 nuclear receptor activators, primary screen, cell-based, luminescence, HEK293, lit1-tk-luc reporter. HEK293 hcDAF-12 lit1-tk-luc reporter; 0% DMSO, 100% Δ7-dafachronic acid. activation, % at 6.8 µM. 1.4% of 370,000 active. AID 652067, 2013;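 active = activation above the mean of all tested compounds plus 3 SD, cut at about 5.5% in these data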;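 also: 100% = response to 3 µM Δ7-dafachronic acid high control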
Rev-erbA mod: modulators of Rev-erb alpha DNA binding, primary screen, biochemical, FITC-DNA, fluorescence polarization, uHTS | Nuclear receptor subfamily 1 group D member 1 (Homo sapiens), P20393 | Rev-erbα–FITC-DNA binding, 90 min | activity, % at 10 µM | 0.79% of 370,000 active | AID 1259318, 2017;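 active = activity above about 14%, limit read from the data; passing the limit was not always enough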;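 also: 0% = DMSO wells with 35 nM protein and 100% = DMSO wells with 750 nM protein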
hgDAF12 agonist: H. glycines DAF-12 receptor agonists, primary screen, cell-based, luminescence, HEK293, GAL4 fusion, UAS-luciferase; activation, % at 6.8 µM; 1.8% of 370,000 active; AID 687014, 2013; HEK293 GAL4-hgDAF12 UAS-luciferase reporter, agonist luminescence; normalized to butyrate control; Nuclear hormone receptor DAF-12 (Heterodera glycines), GAL4 fusion;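 active = activation above a cutoff set at the mean of all screened compounds plus 3 SD, cut at about 10% in these data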;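 also: 0% = DMSO wells and 100% = sodium butyrate wells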
An asterisk follows results filed as active; i = inactive; . = not tested or not shown.

SMILES	DAX1 inh-1	MBD2 inh	PLC-beta3 inh	PLC-gamma1 inh	SMARCA2 act	DAX1 inh-2	ssDAF12 agonist	ADAM17 inh	hcDAF-12 act	Rev-erbA mod	hgDAF12 agonist
Cc1ccc(/C=C/C(=O)N2CCCC(C)C2)cc1 (stereo unspecified)	-0.1	6	-1	3	0	4.4*	1.2*	-4	3.1	-1	15*
CCOC(=O)Cc1cc(=O)c2cc(C)ccc2[nH]1	2.7	0	-1	2	1	-0.3	-1.2	-1	0.9	-3	-2.1
CC[C@@H]1Cc2[nH][nH]c(=O)c2[C@@H](c2ccc(Cl)cc2)O1	.	0	4	1	-1	0.1	-1.6	-1	0.1	-10	-1.4
CCc1nc2ccc(C(=O)NCCc3ccccn3)cn2c1N(C)CCC(C)C	.	-6	-11	-6	-3	-0.7	-1.4	1	-1.8	8	-3.6
O=C(COc1ccccc1Cl)N1N=C(c2cccs2)CC1c1ccco1 (stereo unspecified)	0.5	-5	-40	-24	-2	-0.3	-0.8	-9	0.3	-3	-0.2
COc1cccc(-c2cnc(C(O)c3cc(C)cc(C)c3)[nH]2)c1 (stereo unspecified)	.	-7	3	0	0	0.3	-1.4	2	-1.5	9	0.2
CCc1ccc(-c2n[nH]c(=O)c3ccccc23)cc1	-0.5	1	-1	4	-3	0.2	-0.8	4	-0.2	4	0.4
O=C(NCc1ccccn1)Nc1cc(Cl)cc(Cl)c1	-0.2	-4	-8	0	0	1.6	-0.8	1	-2.0	0	0.7
Cc1cc2ccccc2nc1SCC(=O)N1c2ccccc2CC1C (stereo unspecified)	-0.1	-5	4	0	-1	0.7	-1.3	-10	-1.8	147*	0.7
Nc1nc2ccccc2nc1N1CCCC1	1.0	-3	-10	-4	-1	0.3	-1.1	-1	-1.0	2	0.6
CN1CCN(c2ccc(NC(=O)CN3CCOCC3)cc2F)CC1	-0.1	4	-7	-1	1	-0.1	-1.7	-3	-0.9	3	8.5
CCC(C(=O)OC)n1cnc2c(nnn2-c2ccccc2)c1=O (stereo unspecified)	1.0	-2	2	1	-1	-0.5	-1.3	-3	0.8	-6	-3.5
CCSc1nnc(Cn2c(=O)sc3ccccc32)n1-c1ccccc1C	3.8	-4	-3	3	-2	-1.8	0.1	-2	0.6	-7	2.2
CCCN(CCC)CCCNC(=O)c1cc2c(=O)[nH]c3ccccc3c2n1C	-0.4	2	-4	-2	0	0.5	-1.1	-9	-0.6	-3	-3.3
CCC(=O)Nc1ccc2ccccc2c1	0.8	5	4	0	3	0.5	-0.9	1	-3.9	4	-3.2
Cc1ccc(C(=O)OC(C)C(=O)NC2CCCCC2C)cc1S(=O)(=O)N1CCCCC1 (stereo unspecified)	-0.1	-3	-8	0	2	-0.9	-0.4	-6	1.9	4	0.0
O=c1c2cc(N3CCOCC3)ccc2[nH]c(=S)n1CCCN1CCCCCC1	0.9	3	i	i	-1	1.7	-0.2	-43	-0.6	1	0.7
NS(=O)(=O)c1ccc2nc(NC(=O)Nc3ccccc3F)sc2c1	1.5	5	-8	2	4	1.8	-0.4	-3	4.5	-6	10*
COc1cccc(CC2(CO)CCCN(Cc3ccc(CO)o3)C2)c1 (stereo unspecified)	-0.1	-1	0	3	0	-0.3	-0.9	2	0.1	0	0.0
Cc1ccccc1CN1C(=O)CSc2ccc(C(=O)N3CCOCC3)cc21	-0.8	2	2	2	1	-0.8	-1.1	1	1.2	-6	0.9
CC(C)Oc1ccc(C(=O)NCCCNC(=O)c2ccccn2)cc1	1.6	-3	-6	0	-2	-0.5	-1.5	0	-1.8	-8	-0.9
CC(C)NC(=O)OC[C@@H]1CSCCS(=O)(=O)N1	.	-2	7	2	1	1.7	-0.9	5	0.8	2	0.7
COc1ccc(/C=C/C(=O)NC(=S)Nc2cc([N+](=O)[O-])ccc2O)cc1OC	0.2	2	-6	-1	-2	2.1	-2.0	-2	-1.7	-6	4.1
O=C(CC1OC(=O)c2ccccc21)Nc1ccccc1N1CCOCC1 (stereo unspecified)	0.5	-5	-2	6	1	-0.5	-0.9	0	0.3	-5	-0.4
COc1ccc(S(=O)(=O)N2CCOCC2)cc1NC(=O)CSc1nnc(C2CC2)n1C	-0.3	1	-3	-1	4	-0.3	-1.7	0	0.1	7	0.5

Shown in markdown: seven of the compounds above.
| structure | DAX1 inh-1 | MBD2 inh | PLC-beta3 inh | PLC-gamma1 inh | SMARCA2 act | DAX1 inh-2 | ssDAF12 agonist | ADAM17 inh | hcDAF-12 act | Rev-erbA mod | hgDAF12 agonist |
| --- | --- | --- | --- | --- | --- | --- | --- | --- | --- | --- | --- |
| Cc1cc2ccccc2nc1SCC(=O)N1c2ccccc2CC1C (stereo unspecified) | -0.1 | -5 | 4 | 0 | -1 | 0.7 | -1.3 | -10 | -1.8 | 147* | 0.7 |
| Nc1nc2ccccc2nc1N1CCCC1 | 1.0 | -3 | -10 | -4 | -1 | 0.3 | -1.1 | -1 | -1.0 | 2 | 0.6 |
| CN1CCN(c2ccc(NC(=O)CN3CCOCC3)cc2F)CC1 | -0.1 | 4 | -7 | -1 | 1 | -0.1 | -1.7 | -3 | -0.9 | 3 | 8.5 |
| CCC(C(=O)OC)n1cnc2c(nnn2-c2ccccc2)c1=O (stereo unspecified) | 1.0 | -2 | 2 | 1 | -1 | -0.5 | -1.3 | -3 | 0.8 | -6 | -3.5 |
| CCSc1nnc(Cn2c(=O)sc3ccccc32)n1-c1ccccc1C | 3.8 | -4 | -3 | 3 | -2 | -1.8 | 0.1 | -2 | 0.6 | -7 | 2.2 |
| CCCN(CCC)CCCNC(=O)c1cc2c(=O)[nH]c3ccccc3c2n1C | -0.4 | 2 | -4 | -2 | 0 | 0.5 | -1.1 | -9 | -0.6 | -3 | -3.3 |
| CCC(=O)Nc1ccc2ccccc2c1 | 0.8 | 5 | 4 | 0 | 3 | 0.5 | -0.9 | 1 | -3.9 | 4 | -3.2 |

Next part
SMILES	DAX1 inh-1	MBD2 inh	PLC-beta3 inh	PLC-gamma1 inh	SMARCA2 act	DAX1 inh-2	ssDAF12 agonist	ADAM17 inh	hcDAF-12 act	Rev-erbA mod	hgDAF12 agonist
CCCNc1nc2c(c(=O)n(C)c(=O)n2C)n1Cc1cccc(C)c1	-3.4	-4	4	0	-2	-2.4	-1.9	-2	-3.9	0	-1.1
Cc1cc(NC(=O)COC(=O)CCNS(=O)(=O)c2ccccc2)n(-c2ccccc2)n1	1.7	2	-7	-2	4	-0.6	-0.5	0	0.4	-2	3.0
CCOC(=O)c1c(C)[nH]c(C(=O)OCC(=O)NCCc2ccc(OCC)c(OCC)c2)c1C	0.7	1	0	-2	4	0.6	-1.1	0	-0.6	1	0.1
CCCCN(C(=O)CN1CC(C)OC(C)C1)c1c(N)n(CC(C)C)c(=O)[nH]c1=O (stereo unspecified)	-0.6	1	4	0	-2	0.2	-0.4	-1	1.4	5	1.5
COC(=O)c1ccc(C2/C(=C(\O)c3cccc(OC)c3)C(=O)C(=O)N2CCCN(C)C)cc1 (stereo unspecified)	0.4	-5	-59	-2	-4	1.0	-1.4	2	-2.0	0	-0.7
CCCCn1c(SCC2CCCO2)nc2cc(S(N)(=O)=O)ccc21 (stereo unspecified)	-0.1	4	6	0	-1	-0.6	-1.4	-1	-1.9	-4	-0.2
COc1ccc(CCNC(=O)CCN2C(=O)C3CC=CCC3C2=O)cc1OC (stereo unspecified)	-0.9	2	-2	-1	3	-0.5	-0.6	2	-0.7	0	-1.6
CC(CC(=O)Nc1ccncc1)c1ccccc1 (stereo unspecified)	0.1	-4	4	5	-2	-0.2	-0.9	3	-2.7	3	-2.7
Cc1c(NC(=O)C(=O)/C=C(\O)c2ccc(Br)cc2)c(=O)n(-c2ccccc2)n1C	0.1	-4	-3	4	2	-0.5	-1.4	4	0.9	-2	0.6
COc1cc(OC)c(OC)cc1/C=C/c1ccnc2ccccc12	-0.2	-1	-102	-84	-1	-3.9	-1.3	-2	-1.1	0	2.9
CC1CCCC(C)N1S(=O)(=O)c1ccc(S(=O)(=O)NCCc2ccncc2)cc1 (stereo unspecified)	-0.3	0	1	1	0	0.0	-1.3	-2	2.5	-2	-1.5
COC(=O)c1ccc(Nc2nnc(-c3ccc(C)c(S(=O)(=O)NCC4CCCO4)c3)c3ccccc23)cc1 (stereo unspecified)	0.1	-3	-19	-18	-4	-0.3	-1.1	-5	-1.4	4	-1.6
COc1cc2sc3cc(NCc4ccc5c(c4)OCO5)ccc3c(=O)c2cc1OC	0.6	4	i	-484	3	0.7	-1.2	-218	0.3	3	4.2
CC(C)c1ccc(-c2c(NCCc3ccccc3)c(=O)c2=O)cc1	-1.3	0	-7	4	-3	0.1	-1.7	0	1.7	-2	-3.4
COc1ccc(-c2cnc(N)nc2-c2ccc(OC)cc2)cc1	-1.6	-1	-358	-251	0	-0.3	-1.0	-21	-2.6	-1	-0.9
CN(Cc1ccccc1)C(=O)c1cccnc1	-0.2	1	-11	0	-3	-0.4	-1.9	0	-0.5	-5	-0.9
O=C(CSCc1ccc([N+](=O)[O-])cc1)N/N=C/c1cccnc1	-0.3	2	3	1	-2	-0.3	-1.5	-1	-2.4	-1	3.7
COc1cc(S(=O)(=O)N2CCCCCC2)ccc1-n1cnnn1	0.5	7	2	2	-2	0.8	-1.2	-2	-0.3	0	1.5
CCCCn1c(N)c(N(CC(C)C)C(=O)c2cc(C)oc2C)c(=O)[nH]c1=O	0.7	-2	-6	-3	-3	0.2	-0.8	0	-0.8	6	-0.2
Clc1ccccc1Nc1nc(NCc2cccs2)nc2ccsc12	.	1	-25	-13	-2	-2.5	-1.7	-46	-4.5	16	-1.7
CCC(=O)N1CCc2cc(S(=O)(=O)NCCC(=O)N3CCN(c4cccc(OC)c4)CC3)ccc21	-0.1	-6	-3	1	-1	-0.5	-1.1	0	-3.1	-3	-2.7
CCC/C=N/NC(=O)c1[nH]c2c([N+](=O)[O-])cccc2c1C	-0.1	-10	2	1	0	-0.3	-1.2	-1	1.6	2	-4.5
